PGK inhibitor: blocks T. brucei phosphoglycerate kinase; 380,000 compounds, 0.043% hits; PGK/GAPDH coupled, Kinase-Glo luminescence, 60 min; Potency, µM (top dose mostly 57.5 µM), without a hit: at the highest dose activity change, negative = inhibition, actives largely listed as inhibitors; AID 602233; note: potency is the fitted concentration of half-maximal effect; % is set by controls: 0 for no effect and ±100 for the full control effect; nearly all actives have a fitted effect of over 60% in size
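Luminescent ATP detection (Kinase-Glo Plus) follows a 60-minute room-temperature incubation, with wells lacking PGK as controls. Buffer: 100 mM TEA (pH 7.6), 5 mM MgCl2, 0.01% Tween-20. Coupling enzyme GAPDH (100 nM final) supplies unstable 1,3-BPG in-well.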
HP1b binding inh: inhibitors of HP1-beta chromodomain binding to methylated histone tails; AID 540317; AlphaScreen HP1-beta / biotin-H3K9me3 peptide binding; P83916; 390,000 compounds, 0.56% hits; Potency, µM (titrated, usually from 114 µM), without a hit: at the highest dose activity change, negative = inhibition, most hits filed as inhibitors; note: potency is the fitted concentration of half-maximal effect; nearly all actives have a fitted effect of over 70% in size; inactives centre near 23
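Compound inhibition of the preformed complex between 50 nM HP1-beta and 50 nM biotinylated H3K9me3 peptide was read by AlphaScreen. Buffer was PBS pH 7.4 with 0.01% Tween-20. Incubations ran 30 min at room temperature, with 10 ug/mL donor/acceptor beads.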
Pin1 inh: blocks the human prolyl isomerase Pin1; 390,000 compounds, 0.009% hits; Potency, µM (top dose mostly 115 µM), without a hit: at the top dose activity, negative = inhibition, most hits filed as inhibitors; Q13526; AID 504891; Pin1 FP peptide displacement, HiFluor488, 10 min; active = well fitted inhibition curve with a large enough effect in the polarisation, with a control signal flat, not every such curve was filed as active; inconclusive = small, poorly fitted or top-dose-only effect, or effect the other way, or a change in a side signal; inactive = no such curve, though single readings can be large or run the other way; the % refers to the polarisation; note: potency is the fitted concentration of half-maximal effect; % is set by controls: 0 for no effect and ±100 for the full control effect
G9a inh: blocks human histone lysine methyltransferase G9a; Q96KQ7; G9a H3K9 monomethylation, AlphaScreen, 2 h; Potency, µM (series often up to 102 µM), without a hit: top-dose activity, negative = inhibition, hits mostly inhibitors; 350,000 compounds, 8.8% hits; AID 504332; note: potency is the fitted concentration of half-maximal effect; % is set by controls: 0 for no effect and ±100 for the full control effect; nearly all actives have a fitted effect of over 75% in size
Target sequence (Q96KQ7 913-1193 limits assumed): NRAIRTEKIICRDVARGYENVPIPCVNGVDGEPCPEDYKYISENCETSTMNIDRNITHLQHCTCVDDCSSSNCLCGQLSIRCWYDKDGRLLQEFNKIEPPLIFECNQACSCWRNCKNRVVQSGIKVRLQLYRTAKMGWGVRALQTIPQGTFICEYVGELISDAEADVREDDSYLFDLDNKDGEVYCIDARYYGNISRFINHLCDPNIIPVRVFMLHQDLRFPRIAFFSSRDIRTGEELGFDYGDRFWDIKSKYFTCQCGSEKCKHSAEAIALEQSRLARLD
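Step 1: enzyme (final 20 nM) with compound, 15 min RT. Step 2: substrate peptide 500 nM and SAM 20 uM, 2 h RT. Step 3: anti-H3K9me1 antibody and AlphaScreen beads, 10 min, then plate read.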
PI4K2A block: PI4K2A (human) kinase inhibition; Q9BTU6; purified PI4K2A, ADP-Glo luminescence, 1 h; stronger effect = lower value; activity change, negative = inhibition, % at 76.9 µM; 420,000 compounds, 0.13% hits; AID 1346378; in the data active = activity change below about -50%; inconclusive = mostly about -30% to -49%;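 note: -100% = wells without enzyme as full effect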
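Compounds are screened against recombinant PI4K2A using PI as substrate and ATP, the latter dispensed at 300 microM. Reactions run one hour at ambient temperature before ADP-Glo detection; full inhibition defined by wells lacking enzyme.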
JMJD2A Tudor: JMJD2A Tudor domain (human) inhibition. AlphaScreen JMJD2A-Tudor / H3K4me3 peptide binding. 390,000 compounds, 4.4% hits. O75164. Potency, µM (doses to about 114 µM), inactives show at the top dose activity change, negative = inhibition, usual class: inhibitors; note: potency is the fitted concentration of half-maximal effect; % is set by controls: 0 for no effect and ±100 for the full control effect; nearly all actives have a fitted effect of over 50% in size
ERG-DNA inh: inhibitors of human ERG Ets domain-DNA interaction | P11308 | fluorescence polarization, His-ERG Ets domain / labelled DNA | Potency, µM (titrated, usually from 76.9 µM), for inactives: at the highest dose FP activity, negative = inhibition, usual class: inhibitors | 370,000 compounds, 0.028% hits | AID 624246; active = well fitted inhibition curve with a large enough effect in the polarisation, with a control signal flat; inconclusive = small, poorly fitted or top-dose-only effect, or effect the other way, or a change in a side signal; inactive = no such curve, though single readings can be large or run the other way; the % refers to the polarisation;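 note: polarization taken with two DNA probes labelled with fluorescein and Texas red; potency is the fitted concentration of half-maximal effect; % of control where 0% means no effect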
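His-tagged ERG Ets domain (1 uM in the protein solution; 300mM KCl, 50mM Tris-HCl, 1mM EDTA, 1mM DTT, pH 7.5) received compound, then a probe mix of 5 nM fluorescein-DNA and 100nM Texas-615-DNA. Fluorescence polarization was read for both dyes.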
GLS inh: glutaminase GLS (human) inhibition. GLS enzymatic activity, qHTS titration. Potency, µM (highest dose often 45.5 µM), for inactives: at the highest dose activity change, negative = inhibition, usual class: inhibitors. 410,000 compounds, 0.21% hits; note: potency is the fitted concentration of half-maximal effect; % is set by controls: 0 for no effect and ±100 for the full control effect
Target sequence (O94925 whole entry, looked up): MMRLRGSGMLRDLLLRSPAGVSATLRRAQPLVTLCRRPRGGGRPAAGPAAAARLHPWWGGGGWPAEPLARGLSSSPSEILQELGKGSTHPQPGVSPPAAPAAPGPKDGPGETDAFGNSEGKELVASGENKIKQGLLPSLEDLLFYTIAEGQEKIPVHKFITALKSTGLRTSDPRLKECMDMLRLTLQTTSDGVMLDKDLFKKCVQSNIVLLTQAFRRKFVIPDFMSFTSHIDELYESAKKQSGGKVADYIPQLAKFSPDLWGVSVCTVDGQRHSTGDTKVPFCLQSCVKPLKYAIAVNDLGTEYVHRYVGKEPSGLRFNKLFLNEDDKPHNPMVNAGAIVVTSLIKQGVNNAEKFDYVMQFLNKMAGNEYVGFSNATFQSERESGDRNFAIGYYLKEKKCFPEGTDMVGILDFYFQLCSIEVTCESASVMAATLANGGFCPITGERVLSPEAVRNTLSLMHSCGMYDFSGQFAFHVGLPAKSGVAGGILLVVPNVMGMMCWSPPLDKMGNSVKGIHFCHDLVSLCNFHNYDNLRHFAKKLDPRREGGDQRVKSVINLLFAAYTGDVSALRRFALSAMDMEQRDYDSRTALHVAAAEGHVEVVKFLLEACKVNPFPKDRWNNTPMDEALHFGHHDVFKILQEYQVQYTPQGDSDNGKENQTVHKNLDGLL
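hKGA; 45 mM KH2PO4 pH 8.2 + 0.02% Tween-20; cpd via pin tool; 1 mM Gln soln; GluOx/HRP/Amplex Red; RT 30 min; fluor. t0 & final.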
BAZ2B inh: BAZ2B (human) inhibition; Q9UIF8; Potency, µM (top dose mostly 114 µM), without a hit: top-dose activity change, negative = inhibition, actives largely listed as inhibitors; AlphaScreen BAZ2B-H3K14Ac peptide displacement; 360,000 compounds, 4.4% hits; note: potency is the fitted concentration of half-maximal effect; % is set by controls: 0 for no effect and ±100 for the full control effect; nearly all actives have a fitted effect of over 60% in size
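In this displacement format the biotinylated H3(5-23) peptide acetylated at Lys14 serves as ligand at 50 nM, with BAZ2B at 50 nM in PBS pH 7.4 containing 0.01% Tween-20. Donor and acceptor beads are 10 ug/mL final.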
* marks the source's active call; other numbers are inactive results; i = inactive; ? = inconclusive; nt = no result given; & = joins results of further samples; [ ] = another dose, or the depositor's remark. Unless noted, calls come from the whole dose curve; as a rule, active = well fitted curve in the direction sought with a large enough effect; inconclusive = small, poorly fitted or top-dose-only effect, or another doubt; inactive = no such curve, though single readings can be large; an effect the other way counts as inactive or inconclusive.

SMILES	PGK inhibitor	HP1b binding inh	Pin1 inh	G9a inh	PI4K2A block	JMJD2A Tudor	ERG-DNA inh	GLS inh	BAZ2B inh
CCOC(=O)C(Cc1ccccc1)NS(=O)(=O)c1ccc(NC(C)=O)cc1 (centres undefined)	0%	24%	-14%	6%[12.7 µM]	-3	-5%	-3%	-2%	3%
O=C(Nc1nc(-c2ccc(Cl)cc2)cs1)C1CCCO1 (centres undefined)	9%	44%[activator]	0%	3%	0	9%	-1%	2%	3%
O=C(Cn1c(=O)c2c(ncn2Cc2ccccc2)n(Cc2ccccc2)c1=O)NC1CC1	20%	21%	1%	2%	-1	-27%	2%	6%	-18%
O=C1C(Cl)=C(NCC2CCCO2)C(=O)N1c1ccccc1 (centres undefined)	-6%	42%[activator]	-2%	?	2	9%	7%	-29%	-6%
Cc1ccc(Cc2c[nH]c(=S)s2)cc1	-3%	-14%	2%	7.1µM*	-1	?	6%	0%	?
O=C(CSc1nnc(Cc2cccs2)n1Cc1ccco1)Nc1ccc(Cl)cc1Cl	-12%	14%	24%	?	-1	-18%	-3%	-4%	?
CSc1cccc(NC(=O)CCn2c(=O)c3cccn3c3cccnc32)c1	-4%	23%	7%	-3%[59 µM]	7	-16%	3%	-9%	-7%
COc1cccc(N2CC(NC(=O)c3cccc4ccccc34)CC2=O)c1 (centres undefined)	-1%	42%[activator]	1%	-8%	1	0%	4%	?	-2%
COc1ccc(OC)c(NC(=O)CN2C(=O)c3ccccc3S2(=O)=O)c1	i	15%	-7%	-3%	0	-14%	-7%	2%	-2%
C[C@H](O)[C@@H]1C(=O)N2CCc3ccc(-c4cccc(F)c4)cc3[C@@H]2C[C@@H]1N(C)C(=O)Nc1ccccc1	-10%	25%	14%	nt	-2	-30%	12%	-4%	nt
CN(C)/C=C/C(=O)/C=C/c1ccc(Cl)cc1	-8%	16%	-1%	-31%	1	-3%[11.4 µM]	0%	4%	-26%
Cc1ccc(S(=O)(=O)NC(=O)Nc2ccc(Cl)cn2)cc1	nt	25%	0%	-4%[12.7 µM]	7	0%	nt	2%	-24%
COC(=O)C(C)Sc1nc(N)c(NC(=O)c2ccco2)c(=O)[nH]1 (centres undefined)	0%	37%	-10%	5%	0	-2%	-14%	9%	5%
CCOC(=O)c1ccc(N2C=C(C(=O)OC)C(c3ccc(OC)c(O)c3)C(C(=O)OC)=C2)cc1	0%	35%	?	11%	2	-13%	?	-2%	-1%
CCOc1cccc(C(=O)NC(=S)Nc2ccc(N3CCCC3)cc2)c1	-2%	14µM*	0%	?	-7	?	-1%	38%[activator]	8.9µM*
CC(C)(C)c1cc(NC(=O)c2cccnc2)no1	9%	22%	6%	9%	1	-13%	3%	3%	8%
CONC(=O)Nc1ccccc1[N+](=O)[O-]	-3%	32%	11%	4%	0	-10%	3%	0%	-3%
CCN(CC)CCNC(=O)c1cn(CC)c2ccc(S(=O)(=O)N3CCc4ccccc4C3)cc2c1=O	-3%	12%&-4%	5%&-3%	-5%&-33%[59 µM]	3&1	-29%&-20%	0%&-4%	10%&-14%	-6%
Cc1ccc(NC(=O)CSc2nc3[nH]ncc3c(=O)[nH]2)cc1Cl	-1%	31%	7%	-42%	-4	-2%	3%	-15%	-22%
COc1cc2cc(C(c3nnnn3C3CCCCC3)N(C)C3CCCCC3)c(=O)[nH]c2cc1OC (centres undefined)	-3%	-4%	17%	?	-1	?	-4%	2%	-1%
Fc1ccc(CNCc2ccc(Br)cc2)cc1	8%	33%	-9%	-4%[59 µM]	2	-1%	9%	20%	4%
Cc1cc(C)nc(NC(=O)/C=C/c2ccc(Cl)cc2Cl)c1	3%	25%	4%	nt	-2	-14%	9%	18%	-4%
O=C(OC1CSc2nc3ccccc3n2C1)c1ccco1 (centres undefined)	-5%	24%	0%	18%	-2	-12%	3%	5%	24%
O=C(NCc1cccs1)c1ccc(S(=O)(=O)N2CCCCC2)cc1	-3%	-20%	5%	3%	1	?	4%	-17%	-11%
COc1ccc(NC(=O)c2ccccc2N(Cc2ccccc2)S(C)(=O)=O)cc1	-5%	35%	-1%	11%	7	6%	4%	0%	0%
Next part:
SMILES	PGK inhibitor	HP1b binding inh	Pin1 inh	G9a inh	PI4K2A block	JMJD2A Tudor	ERG-DNA inh	GLS inh	BAZ2B inh
CCOc1ccc2nc(NC(=O)C(CCSC)NS(=O)(=O)c3cccs3)sc2c1 (centres undefined)	0%	45%[activator]	-2%	?	-8	56µM*	5%	-2%	?
Cc1ccc(S(=O)(=O)N2CCOC2CNC(=O)C(=O)NCc2ccco2)cc1 (centres undefined)	i	23%	6%	?	-1	-4%	4%	-3%	-8%
Cc1ccc(NC(=O)CN2CCSc3ccc(S(=O)(=O)N4CCCC4)cc32)cc1	0%	8%[57 µM]	9%	-27%[59 µM]	-2	-32%	5%	1%	-20%
Cc1ccc(S(=O)(=O)N(C)c2nc3ccccc3n3c(C(C)C)nnc23)cc1	1%	42%[activator]	0%	20%[0.501 µM]	4	-5%	-6%	-4%	-1%
Cc1nn(CC(=O)NCc2ccco2)c(=O)c2cc3ccccc3n12	7%	31%	18%	1%[59 µM]	-8	5%	-2%	1%	-37%
CN(NC(=O)/C=C/C(=O)O)c1ncc(C(F)(F)F)cc1Cl	i	38%	3%	6.3µM*	0	-16%	7%	8%	?
O=S(=O)(c1ccc(-c2cnc(C3CC3)o2)cc1)N1CCN(c2ccccc2F)CC1	-6%	-7%	-2%	2%[59 µM]	5	-15%	0%	-16%	-8%
Cc1ccccc1OCC(=O)NC(=S)Nc1ccccc1N1CCN(S(C)(=O)=O)CC1	-9%	-11%	8%	15%	-4	-31%	-3%	10%	-22%
CC1(C)OCC(C2CC(c3ccccc3)NS(=O)(=O)O2)O1 (centres undefined)	4%	41%[activator]	0%	nt	-6	-10%	-2%	1%	-6%
Cn1c(=O)[nH]c(=O)c2c1nc(CN1CCN(c3ccccc3F)CC1)n2Cc1ccc(F)cc1	-1%	34%	1%	2%[59 µM]	-13	-1%	-3%	-22%	-28%
COC1=CC(=O)C=C(OC)C1=O	4%	?	-8%	?	-7	-16%	-2%	-11%	nt
COc1ccc(NC(=O)C2CCN(S(C)(=O)=O)CC2)cc1	nt	25%	-13%	2%[59 µM]	-3	-12%	nt	5%	3%
CC(C)Oc1cccc(C(=O)Nc2ccc(N3CCN(C)CC3)cc2)c1	-4%	19%	-1%	nt	-1	-33%	13%	33%[activator]	-36%
Cc1cc(C)c[n+](CC(=O)c2ccccc2)c1	-2%	47%[activator]	-1%	-48%[59 µM]	3	2%	1%	10%	-3%
CC1CCc2c(sc3ncnc(SC(C)C(=O)NCC4CCCO4)c23)C1 (centres undefined)	-8%	-8%	7%	1%	0	-17%	11%	-5%	7%
CCNC(=O)C(=O)Nc1ccc2c(c1)N(S(=O)(=O)c1cccs1)CCC2	-7%	19%	-6%	-15%	-12	-29%	-3%	7%	-9%
CCOc1ccc(CC(=O)N2CCc3cc(OC)c(OC)cc3C2COc2ccc3c(C)cc(=O)oc3c2)cc1 (centres undefined)	-9%	31%	1%	13%[59 µM]	2	-1%	-3%	-2%	7%
CCc1ccc(-n2nc(C)c3c(C(=O)Nc4ccc(Cl)cc4)cc(C)nc32)cc1	i	21%	3%	0%[59 µM]	-3	-14%	13%	-12%	-6%[57.1 µM]
CC(=O)Nc1cccc(NC(=O)CSc2ccc(-c3cccnc3)nn2)c1	0%	23%	-1%	34%[activator]	5	-10%	-4%	2%	-5%
CCCCCOC(=O)c1ccc(N2C(=O)C3C4C=CC(C4)C3C2=O)cc1 (centres undefined)	-9%	56%[activator]	-1%	12%	-3	12%	nt	-1%	0%
CC(=O)N(c1ccccc1)c1c(F)c(F)c(F)c(F)c1F	-1%	30%	?	-8%[59 µM]	0	23%	-2%	nt	1%
CCn1c2ccccc2c2cc(/C=N/NC(=O)c3ccccc3)ccc21	i	30%[activator]	12%	8%	-1	-21%	-3%	9%	-2%
CC(C)c1ccc(S(=O)(=O)N2CCC(C(=O)N3CCN(c4cccc(Cl)c4)CC3)CC2)cc1	-9%	10%	12%	nt	6	-6%	2%	-2%	nt
Cc1ccc(NC(=O)C(=O)NCC(c2cccnc2)N2CCN(C)CC2)cc1C (centres undefined)	5%	23%	-8%	-22%[59 µM]	3	-12%	2%	3%	-16%
O=C(CCn1cccc1)NCc1ccc(Cl)cc1	8%	-9%	-6%	-47%	6	-14%	-5%	11%	?
O=C(O)c1cccc(CN2C(=O)S/C(=C/c3cccc([N+](=O)[O-])c3)C2=O)c1	3%	-17%	-10%	?	-18	2%[11.4 µM]	3%	1%	-33%
Cc1ccc(N(C(=O)c2csnn2)C(C(=O)NC2CCCC2)c2ccccn2)c(C)c1 (centres undefined)	-5%	18%	0%	-9%	-1	6%	10%	-4%	-2%
CC1CCC(=C(C#N)c2nc(-c3cc4ccccc4oc3=O)cs2)CC1 (centres undefined)	6%	49%[activator]	3%	2%	5	-2%[57.1 µM]	-6%	6%	36%

Source: PubChem BioAssay (National Center for Advancing Translational Sciences (NCATS))
